Source: PubChem BioAssay (National Center for Advancing Translational Sciences (NCATS))
Akt phos inh – inhibitors of Akt phosphorylation; Neuro2A IGF-stimulated pAkt S473 HTRF, 20 min; active compounds read low; activity change, % for hits at 50 µM; hit rate 0.32% among 360,000; in the data active = activity change below about -80%; inconclusive = mostly about -51% to -80%; also: % is scaled to controls: 0 for no effect and ±100 for the full control effect
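Single-point screen (50 µM final compound) in Neuro2A cells stimulated 20 min with 6 nM IGF at 37 deg C. After lysis, Ser473-phosphorylated Akt read by HTRF (ex 330 nm, em 615/665 nm) as the 665/615 ratio.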
TGFb inhibitor – inhibitors of TGF-b signaling. hit rate 1.2% among 410,000. Potency, µM (series often up to 46.1 µM), inactives show at the top dose activity, negative = inhibition, hits mostly inhibitors. HepG2 CAGA-GFP TGF-b/SMAD3 reporter, GFP fluorescence, 18 h; TGF-beta stimulated, 500 pg/mL final. AID 588855; also: potency is read from the fitted curve at half-maximal effect; % is scaled to controls: 0 for no effect and ±100 for the full control effect; nearly all actives have a fitted effect of over 65% in size
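HEPG2 CAGA-GFP reporter cells (1000/well, DMEM with 1% FBS) received compounds, then recombinant TGF-beta at 500 pg/mL final for 18 hours at 37 degrees C. Per-cell GFP summed per well was normalised to unstimulated and stimulated DMSO controls before curve fitting.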
Nrf2 block – Nrf2 pathway inhibition. A549 ARE-Fluc reporter, luciferase luminescence, 18-24 h. Potency, µM (titrated, usually from 46 µM), inactives show at the highest dose activity change, negative = inhibition, most hits filed as inhibitors. hit rate 2.1% among 360,000; also: potency is read from the fitted curve at half-maximal effect; % is scaled to controls: 0 for no effect and ±100 for the full control effect; nearly all actives have a fitted effect of over 60% in size
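A549 ARE_Fluc cells, 5000/well, 5% FBS OPTI-MEM; compounds in dose-response, 18-24 h at 37 °C/5% CO2; CellTiter-Fluor viability read (Ex 405/Em 525), then BugLite luciferase luminescence = Nrf2 activity.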
Nrf2 ARE act – activates Nrf2 signaling. AREc32 ARE-luciferase reporter (MCF7-derived line), luminescence, 24 h. Potency, µM (top dose mostly 46.1 µM), without a hit: top-dose activation, usual class: activators. hit rate 0.31% among 410,000; also: potency is read from the fitted curve at half-maximal effect; % of control where 0% means no effect; nearly all actives have a fitted effect of over 65% in size
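Cells of the AREc32 ARE-luciferase line are plated in OPTI-MEM containing 5% FBS and left overnight at 37 deg C. Compounds are pinned in, incubation continues 24 hr, and firefly luciferase signal is then measured.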
ATXN viability – viability counter-screen for ATXN expression inhibitors; S2 cells (HEK-293 line with an ATXN2-luciferase reporter) viability, CellTiter-Fluor protease fluorescence, 24 h; Potency, µM (top dose mostly 56.7 µM), usual class: cytotoxic; hit rate 0.49% among 400,000; also: potency is read from the fitted curve at half-maximal effect; nearly all actives have a fitted effect of over 40% in size
CCT chaperon mod – modulators of cytosolic chaperonin (CCT/TRiC) activity | activity change, % (concentration not given with the values), hits read low | purified chaperonin ATPase assay, HTRF ADP detection, 30 min | hit rate 0.3% among 360,000 | AID 651819; in the data active = activity change below about -30%; also: % is scaled to controls: 0 for no effect and ±100 for the full control effect
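Nucleotide hydrolysis assay: TRiC at 20–40 nM final (set by batch activity) with 10 uM ATP, 30 min at 37 °C, in presence of 76 uM compound. Detection by competitive ADP HTRF, 30 min ambient.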
HepG2 tox – kills HepG2 cells in TGF-b inhibitor counter-screen; HepG2 CAGA-GFP viability, ATP luminescence, 18 h; hit rate 0.76% among 410,000; Potency, µM (series often up to 46.1 µM), for inactives: at the top dose activity change, negative = cytotoxicity, most hits filed as cytotoxic; also: potency is read from the fitted curve at half-maximal effect; some results filed as inactive show a strong effect at the top dose
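HepG2 CAGA-GFP cells (1000/well, DMEM with 1% FBS) received compound, then TGF-beta at 500 pg/mL final, and were incubated 18 hours at 37 degrees C. Viability was read by CellTiter-Glo luminescence. Media-only wells were set as complete cell-killing and DMSO as no toxicity.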
Mm-Cpn inhibitor – inhibitors of Methanococcus maripaludis chaperonin (MmCpn); Potency, µM (doses to about 76.9 µM), for the others: at the highest dose activity, negative = inhibition, most hits filed as inhibitors; hit rate 0.031% among 330,000; AID 504842; purified Mm-Cpn ATPase, ADP Transcreener TR-FRET; also: potency is read from the fitted curve at half-maximal effect; % is scaled to controls: 0 for no effect and ±100 for the full control effect; nearly all actives have a fitted effect of over 80% in size
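Reaction buffer contained 30 mM Tris pH 7.4, 100 mM KCl, 5 mM MgCl2 and 1 mM DTT. Mm-CPN (25 nM final) hydrolysed 10 uM ATP over 30 min at 37°C; ADP was read by HTRF.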
A549 viability – counter-screen for Nrf2 inhibitors: cytotoxicity in A549 cells; Potency, µM (titrated, usually from 46 µM), for inactives: top-dose activity change, negative = cytotoxicity, actives largely listed as inhibitors; hit rate 0.16% among 390,000; A549 ARE-Fluc cells, CellTiter-Fluor viability, 18-24 h; also: potency is read from the fitted curve at half-maximal effect; % is scaled to controls: 0 for no effect and ±100 for the full control effect
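A549 ARE-Fluc cells in 5% FBS OPTI-MEM, 5000 cells/well, rested 2 h then exposed to compounds in concentration-response for 18-24 h at 37 °C. Viability by CellTiter-Fluor fluorescence (Ex 405/Em 525) after 30 min; luciferase luminescence (BugLite, 15 min, RT) read afterwards.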
The depositor's hits bear a star; i = inactive; ? = inconclusive; . = no result given; [ ] = dose if it differs, or a comment. Unless noted, calls follow the shape of the dose curve; as a rule, active = well fitted curve in the direction sought with a large enough effect; inconclusive = small, poorly fitted or top-dose-only effect, or another doubt; inactive = no such curve, though single readings can be large; an effect the other way counts as inactive or inconclusive.

molecule	Akt phos inh	TGFb inhibitor	Nrf2 block	Nrf2 ARE act	ATXN viability	CCT chaperon mod	HepG2 tox	Mm-Cpn inhibitor	A549 viability
O=S(=O)(NC(=S)c1ccccc1)c1ccccc1	i	25%	?	-0.3%	i	0.2	-20%	.	1%
O=S(=O)(NCC(c1cccnc1)N1CCOCC1)c1ccccc1 (centres undefined)	i	11%	2%	0.6%	i	-0.1	18%	-1%	14%
CC(C)(C)c1cc(=O)n(-c2ccccc2)[nH]1	i	?	-6%	7.1%	i	0.0	-93%	?	3%
CN1C2CCC1/C(=C/c1cccn1C)C(=O)/C2=C\c1cccn1C	i	96%[activator]	-12%	2.5%	.	-1.2	-16%	-2%	?
COc1ccc(N(CC(=O)Nc2cccc3ccccc23)S(C)(=O)=O)cc1	i	-4%	30%	5.6%	i	0.9	-26%	0%	21%
COc1cccc(C(=O)N(C)C(C)c2nc3ccccc3s2)c1 (centres undefined)	i	5%	?	-0.2%	i	0.0	-5%	1%	0%
O=C(NCc1ccco1)[C@@H]1CSC2c3ccccc3C(=O)N21 (some centres undefined)	i	-15%	?	3.9%	i	-2.6	-4%	2%	-3%
O=C(CN1C(=O)C2C3C=CC(C3)C2C1=O)Nc1ccc(S(=O)(=O)Nc2nccs2)cc1 (centres undefined)	i	-8%	2%	-0.1%	i	0.7	7%	-1%	1%
COc1cc(C(=O)OCC(=O)N2c3ccccc3NC(=O)C2(C)C)ccc1OCC(C)C	i	-31%	-11%	-0.5%	i	-1.0	-22%	0%	-3%
Cc1ccc(NC(=O)CN(C)Cc2ccc(Cl)cc2)cc1	i	-3%	1%	0.2%	i	-0.6	-12%	0%	0%
CCOc1ncccc1C(=O)OCC(=O)Nc1cccc(S(N)(=O)=O)c1	i	6%	21%	3.0%	i	-0.1	4%	-16%	-11%
COc1ccccc1C(=O)N/C(=C\c1ccccc1)C(=O)NC(Cc1ccccc1)C(=O)O (centres undefined)	i	13%	6%	-0.1%	i	1.9	4%	2%	-7%
Cc1cccc(N2CCN(C(=O)C3CCN(S(=O)(=O)c4cn(C)cn4)CC3)CC2)c1C	.	0%	.	-0.4%	.	.	-18%	.	1%
O=C(COC(=O)CSc1ccc2ccccc2c1Br)NC1CC1	i	-16%	7%	0.2%	i	-0.9	-22%	-14%	3%
Cc1sc2ncnc(OCC(=O)c3ccc(S(=O)(=O)N4CCCC4)cc3)c2c1C	i	8%	?	0.0%	?	-1.5	-5%	-13%	-10%
O=C1c2ccccc2C(c2nc3ccccc3[nH]2)N1Cc1ccco1 (centres undefined)	i	-16%	.	-0.6%	i	-0.3	-2%	.	.
O=C(Nc1ccn(Cc2ccccc2)n1)c1cccc(Cn2cc([N+](=O)[O-])cn2)c1	i	-4%	-11%	2.4%	i	-0.8	3%	0%	-2%
O=C(c1ccccc1F)N1CCN(c2ccc([N+](=O)[O-])cc2-n2cccc2)CC1	i	?	-11%	0.5%	i	-1.0	1%	0%	-5%
Cc1cc([N+](=O)[O-])c(NCCCCCCO)c([N+](=O)[O-])c1	i	0%	25%	0.4%	i	-0.5	5%	.	-8%
Cc1ccc(N/C(=C\C(=O)c2ccccc2)C(=O)O)cc1	i	-13%	?	4.3%	i	-0.8	8%	-1%	0%
COc1ccc2c(c1)cc(C(O)c1ccccn1)n2S(=O)(=O)c1ccccc1 (centres undefined)	i	-7%	4%	-0.5%	i	2.9	-1%	-1%	0%
O=C1CN(C(=O)c2cc(F)cc(F)c2)c2ccccc2N1	i	-8%	1%	-0.5%	i	-1.3	14%	4%	1%
COC(=O)c1cc2sc(Cl)cc2n1Cc1c(C)cc(C)cc1C	.	-16%	-2%	-0.7%	i	.	2%	.	-1%
O=C(C1CCN(S(=O)(=O)c2cccs2)CC1)N1CCCC(C(F)(F)F)C1 (centres undefined)	i	0%	-1%	-0.2%	i	-2.3	-39%	0%	-1%
Clc1ccccc1-c1nnc2sc(C3COc4ccccc4O3)nn12 (centres undefined)	.	-14%	.	2.8%	i	-1.9	-15%	-10%	3%
Cc1cc(C(=O)Nc2ccccc2)oc(=O)c1	i	0%	?	8.3%	i	-4.3	-3%	1%	-4%
Cc1ccnc(NS(=O)(=O)c2ccc(NC(=O)/C=C/c3cccs3)cc2)n1	i	5%	-1%	20%	i	-1.7	1%	0%	10%
COc1cccc(CC(NC(C)=O)C(=O)NC2CCN(C(=O)C3CCCCC3)CC2)c1OC (centres undefined)	i	6%	-3%	3.4%	i	-2.0	-1%	3%	4%
CCN1CCN(C(=O)CS(=O)Cc2nc(-c3cccc(C)c3)oc2C)CC1 (centres undefined)	i	7%	-4%	-1.1%	i	0.2	-9%	-9%	0%
CN(CCOc1ccccc1)C(=O)c1cc(S(=O)(=O)N2CCOCC2)c(Cl)cc1Cl	i	-2%	.	-0.6%	i	3.2	-23%	.	.

molecule	Akt phos inh	TGFb inhibitor	Nrf2 block	Nrf2 ARE act	ATXN viability	CCT chaperon mod	HepG2 tox	Mm-Cpn inhibitor	A549 viability
C/C(CC(=O)Nc1ccc2c(c1)OCO2)=N\NC(=O)c1ccccc1N	i	-31%	-1%	4.2%	i	-2.8	-30%	2%	1%
Cc1ccccc1CC1SC(N=C(N)N)=NC1=O (centres undefined)	i	19%	2%	0.3%	i	-5.2	3%	1%	0%
C=Cc1ccc(COc2ccc3oc(-c4ccccc4)c(C(=O)OCC)c3c2)cc1	.	1%	2%	-0.5%	i	.	0%	.	5%
CCN(c1ccccc1)S(=O)(=O)c1cc(OC)ccc1OC	i	5%	.	-0.5%	i	0.7	-3%	-3%	-3%
CCc1cccc(C)c1NC(=O)CSc1nnc(-c2cc3cc(Br)ccc3o2)n1CC	i	-15%	16µM*	-0.5%	i	-2.5	-18%	-8%	?
COc1ccc(CCNC(=O)CS(=O)(=O)Cc2nc(-c3ccc(C)cc3)oc2C)cc1OC	i	?	-12%	0.5%	i	-1.3	-7%	-1%	-8%
COc1cc(/C=C/C(=O)N2CCN(C)CC2)cc(S(=O)(=O)N2CCc3ccccc32)c1OC	i	-1%	-4%	-0.2%	i	-2.6	-12%	0%	1%
COc1ccc(CCNC(=O)CCCn2c(=S)[nH]c3ccsc3c2=O)cc1OC	i	-6%	.	-0.3%	i	0.4	0%	.	.
O=S(=O)(Nc1nc2cc3c(cc2nc1Cl)OCCO3)c1ccccc1	i	-9%	?	-0.2%	i	-6.9	-7%	?	-8%
CCCCn1c(=O)[nH]c(=O)c2c(C(=O)OCC)cc(-c3ccc(OC(F)F)cc3)nc21	i	-24%	9%	0.2%	?	-0.3	-17%	0%	0%
C=CCn1c(=NC(=O)c2ccccc2[N+](=O)[O-])sc2cc(S(C)(=O)=O)ccc21	i	-5%	-2%	3.6%	i	-5.7	-12%	1%	2%
Cc1sc2nc[nH]c(=O)c2c1-c1ccc(F)cc1	i	-5%	-27%	2.0%	i	-0.5	-15%	-2%	10%
COc1ccc(NC(=O)c2c(C)noc2C(C)C)cc1S(=O)(=O)N1CCCCC1	i	5%	-3%	0.0%	i	-5.0	-1%	-1%	-2%
CCOC(=O)C1CCN(CC(=O)N2CCc3ccccc32)CC1	i	-5%	-6%	0.1%	i	-0.5	7%	-1%	-16%
CCSc1ccccc1C(=O)N1CCN(c2nc3ccccc3s2)CC1	.	?	.	-0.7%	.	.	-13%	.	-11%
Cc1ccccc1OCC(=O)OCc1cc(=O)n2nc(C3CCCCC3)sc2n1	.	-2%	?	1.7%	i	.	5%	.	3%
COc1cccc(NC(=O)CSc2nnc(Cc3ccc(C)cc3)c(=O)n2N)c1	i	5%	-5%	2.8%	i	-2.3	-12%	0%	-4%
CN(C)CCCOc1ccc(-c2ccc3nccn3c2)cn1	i	5%	.	-0.7%	?	-0.3	-2%	.	.
CC(=O)c1cnc(-c2ccccn2)s1	i	7%	28%	7.2%	i	-4.4	-45%	-3%	-1%
Cc1ccc(S(=O)(=O)N2CC(O)C[C@H]2C(=O)OCC(=O)Nc2ccc(N3CCCCC3)cc2)cc1C (some centres undefined)	i	2%	?	0.3%	i	0.1	0%	0%	23%
O=C(CSc1nc2c([nH]c3ccccc32)c(=O)n1-c1ccc(F)cc1)Nc1ccc2c(c1)OCO2	.	-14%	.	-0.1%	i	.	-23%	.	-6%
CC(=O)Nc1ccc(C(=O)COC(=O)c2c(C)noc2C)c(F)c1	i	2%	9%	-0.9%	i	0.6	7%	2%	3%
C=CCN1C(=O)c2cccc3c(N4CCCCC4)ccc(c23)C1=O	i	57%[activator]	?	-0.6%	.	0.0	5%	1%	?
O=C(Nc1ccc(F)cc1)N1CCC(c2nc3c(nnn3Cc3ccccc3Cl)c(=O)[nH]2)CC1	i	3%	-11%	0.7%	i	-1.6	-23%	2%	-2%
CC(C)(CO)NC(=O)C(Cc1ccccc1)N1C(=O)c2ccccc2C1=O (centres undefined)	i	-1%	7%	-0.8%	i	0.3	-3%	-1%	0%

Two successive compounds from above, quoted:
molecule	Akt phos inh	TGFb inhibitor	Nrf2 block	Nrf2 ARE act	ATXN viability	CCT chaperon mod	HepG2 tox	Mm-Cpn inhibitor	A549 viability
C/C(CC(=O)Nc1ccc2c(c1)OCO2)=N\NC(=O)c1ccccc1N	i	-31%	-1%	4.2%	i	-2.8	-30%	2%	1%
Cc1ccccc1CC1SC(N=C(N)N)=NC1=O (centres undefined)	i	19%	2%	0.3%	i	-5.2	3%	1%	0%

No enrichment for hits; 4.4% or so of the library scored in one or more.
